# FBPA coupling cs = inhibits coupling enzyme system, counter-screen for aldolase hits | AID 2472 | 290,000 compounds, 0.67% hits | coupling enzyme system counterscreen, AmpLite Red fluorescence | activity change, negative = inhibition, % at 58.2 µM, hits read low; in the data active = activity change below about -30%; also: % is scaled to controls: 0 for no effect and ±100 for the full control effect
#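 Activity here indicates interference with the coupling reaction, not aldolase inhibition. Compounds at 57.5 uM final met coupling enzymes for 10 min at RT; substrate and AmpLite Red detection followed, with a 525/598 nm fluorescence read after 20 min.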
# MBNL1 CUG block = MBNL1-poly(CUG) RNA binding inhibition | AID 2675 | TR-FRET MBNL1-His/biotin-(CUG)12 binding, 665/545 ratio | 280,000 compounds, 0.036% hits | Potency, µM (top dose mostly 57.5 µM), without a hit: at the top dose activity change, negative = inhibition, hits mostly inhibitors | Q9NR56; active = well fitted inhibition curve with a large enough effect in the signal ratio, with a control signal flat, not every such curve was filed as active; inconclusive = small, poorly fitted or top-dose-only effect, or effect the other way, or a change in a side signal; inactive = no such curve, though single readings can be large or run the other way; the % refers to the signal ratio; also: potency is read from the fitted curve at half-maximal effect; % is scaled to controls: 0 for no effect and ±100 for the full control effect
#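 MBNL1-His + Biotin-(CUG)12, cpd titration 92 nM–58 uM; Tb anti-His Ab 0.055 ng/ul, SA-XL665 5 nM (final); 60 min RT; ratiometric 665/545 nm, Ex 340 nm; normalized to buffer and full-complex controls.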
# S-ASM inh = inhibitors of human secretory acid sphingomyelinase; P17405; placental ASM, HMU-PC fluorogenic substrate, 60 min; Potency, µM (doses to about 57.5 µM), inactives show at the highest dose activity change, negative = inhibition, hits mostly inhibitors; 340,000 compounds, 0.006% hits; AID 504937; also: potency is read from the fitted curve at half-maximal effect
#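 Fluorescence read-out (Ex 386 nm, Em 447 nm) after stopping the reaction at pH 10. Enzyme: ASM from human placenta; substrate HMU-PC0, 9 uM final; 60 min, 37 °C. Compound preincubation 10 min, ambient temperature.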
# Integrin act MD = integrin-mediated muscular dystrophy alleviation activation | alpha7betagal myoblasts, beta-gal FDG fluorescence, 48 h | Potency, µM (doses to about 38.3 µM), for the others: at the top dose activation, hits mostly activators | 350,000 compounds, 0.064% hits;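 also: potency is read from the fitted curve at half-maximal effect; 100% = response of the positive control SU9516; nearly all actives have a fitted effect of over 60% in size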
#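 alpha7betagal+/- myoblasts (passage 13, 250/well) treated 48 h at 37C with compounds at 1:260 dilution of DMSO stock. Lysed, then beta-galactosidase activity read as FDG fluorescence (ex 480/em 540) after 30 min, with pre-read for autofluorescence.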
# MLL CXXC-DNA inh = inhibitors of human MLL CXXC domain-DNA interaction | MLL-CXXC / FITC-HOXA9 DNA fluorescence polarization | Potency, µM (doses to about 115 µM), without a hit: top-dose activity change, negative = inhibition, most hits filed as inhibitors | 290,000 compounds, 0.037% hits | AID 2662; active = well fitted inhibition curve with a large enough effect in the polarisation, with a control signal flat, not every such curve was filed as active; inconclusive = small, poorly fitted or top-dose-only effect, or effect the other way, or a change in a side signal; inactive = no such curve, though single readings can be large or run the other way; the % refers to the polarisation; also: potency is read from the fitted curve at half-maximal effect
#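 Purified MLL-CXXC (added from a 7 uM solution) was preincubated 5 min at ambient with pinned compounds in 50 mM Tris-HCl pH 7.5, 50 mM NaCl, 1 mM DTT, 0.05% BSA. Fluorescein-labeled HOX-A9 DNA (50 nM solution) followed, 30 min, then polarization read.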
# AT treatment = potential ataxia-telangiectasia treatments restoring KAP-1 phosphorylation. 320,000 compounds, 0.19% hits. Potency, µM (highest dose often 57.5 µM), without a hit: top-dose activation, most hits filed as activators. […] A-T fibroblasts, KAP-1 phosphorylation AlphaLISA; neocarzinostatin DNA damage 30 min before lysis. AID 485349; also: potency is read from the fitted curve at half-maximal effect; % of control where 0% means no effect; nearly all actives have a fitted effect of over 45% in size
#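 ATM-like activity read as KAP-1 phosphorylation via AlphaLISA donor/acceptor antibody pairs after lysis and 6 hr at 25C. Cells were ATM-null patient fibroblasts ([…], hTERT), dosed 60 min, then exposed to the DSB inducer NCS for 30 min.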
# hERG WT inh = inhibitors of human wildtype KCNH2 potassium channel; U2OS, BacMam KCNH2, thallium flux FluxOr; stronger effect = lower value; activity change, % at 1.84 µM; Q12809; 340,000 compounds, 0.37% hits;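 active = maximum activity change below -70%; inconclusive = maximum activity change between -70% and -50%; inactive = maximum activity change above -50%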; also: % is scaled to controls: 0 for no effect and ±100 for the full control effect
# Target sequence (Q12809 whole entry, looked up): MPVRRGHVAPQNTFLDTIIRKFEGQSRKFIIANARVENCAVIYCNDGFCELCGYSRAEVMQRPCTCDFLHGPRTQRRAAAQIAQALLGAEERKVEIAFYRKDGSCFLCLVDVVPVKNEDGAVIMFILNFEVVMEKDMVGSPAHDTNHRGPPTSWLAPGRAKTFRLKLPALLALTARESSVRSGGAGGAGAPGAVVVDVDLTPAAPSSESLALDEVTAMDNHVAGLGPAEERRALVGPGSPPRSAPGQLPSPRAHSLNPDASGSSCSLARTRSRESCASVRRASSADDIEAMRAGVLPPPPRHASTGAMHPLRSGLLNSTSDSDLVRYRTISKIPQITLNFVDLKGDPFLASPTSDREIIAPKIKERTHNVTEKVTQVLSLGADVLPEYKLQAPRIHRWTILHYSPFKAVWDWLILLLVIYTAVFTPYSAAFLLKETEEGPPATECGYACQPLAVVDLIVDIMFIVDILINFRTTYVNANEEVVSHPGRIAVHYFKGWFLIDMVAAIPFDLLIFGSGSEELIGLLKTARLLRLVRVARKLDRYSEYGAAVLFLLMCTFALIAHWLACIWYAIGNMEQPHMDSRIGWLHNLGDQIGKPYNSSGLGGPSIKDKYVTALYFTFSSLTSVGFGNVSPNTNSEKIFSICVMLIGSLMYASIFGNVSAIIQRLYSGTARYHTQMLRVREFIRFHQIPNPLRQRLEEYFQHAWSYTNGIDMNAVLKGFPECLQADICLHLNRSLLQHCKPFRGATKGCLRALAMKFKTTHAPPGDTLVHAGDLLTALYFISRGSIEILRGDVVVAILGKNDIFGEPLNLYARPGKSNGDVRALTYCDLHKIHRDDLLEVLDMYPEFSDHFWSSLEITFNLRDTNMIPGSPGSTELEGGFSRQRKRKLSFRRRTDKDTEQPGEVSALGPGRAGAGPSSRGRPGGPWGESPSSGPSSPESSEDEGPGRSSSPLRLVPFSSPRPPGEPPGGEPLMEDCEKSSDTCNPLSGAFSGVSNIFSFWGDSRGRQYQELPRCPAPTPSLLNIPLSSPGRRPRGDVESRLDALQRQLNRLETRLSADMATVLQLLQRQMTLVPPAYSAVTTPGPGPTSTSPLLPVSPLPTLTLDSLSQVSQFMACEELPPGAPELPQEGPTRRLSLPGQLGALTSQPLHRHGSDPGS
#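 U2OS cells transduced with wild-type KCNH2 virus are loaded with FluxOr dye for 45 min, and thallium flux is measured in kinetic reads before and after stimulation buffer. Rate constants are normalized to DMSO controls.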
# GALK inhibitor = galactokinase (human) inhibition; P51570; Purified GALK, Kinase-Glo residual ATP luminescence; Potency, µM (doses to about 57.5 µM), without a hit: top-dose activity change, negative = inhibition, most hits filed as inhibitors; 270,000 compounds, 0.007% hits; also: potency is read from the fitted curve at half-maximal effect; % is scaled to controls: 0 for no effect and ±100 for the full control effect
#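 Human GALK (5 nM) with 35 uM ATP and 100 uM galactose in 20 mM HEPES pH 8.0, 5 mM MgCl2, 60 mM NaCl, 1 mM DTT, 0.01% BSA. After 1 h at room temperature, leftover ATP was read by Kinase-Glo Plus luminescence.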
# TRPV1 ag = agonists of human vanilloid receptor 1 (TRPV1). Q8NER1. TRPV1-expressing cells, Fluo-8 calcium influx, agonist mode. activation, % at 8.33 µM. 320,000 compounds, 0.19% hits. AID 540275; in the data active = activation above about 80%; inconclusive = between about 30% and that limit; also: 0% is about no effect
#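 TRPV1-expressing cells were cultured overnight at 35.5C and loaded with Fluo-8 calcium dye for 40 to 90 min at room temperature. After a 10 s baseline, compound was added and calcium influx was read kinetically for 3 min (ex 480/em 520 nm).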
# KCNH2 3.1 block = KCNH2 3.1 (human) potassium channel inhibition. U2OS KCNH2 3.1, thallium flux FluxOr; stronger effect = lower value. activity change, % (tested at about 1.8 µM). 340,000 compounds, 0.95% hits;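 active = maximum activity change below -70%; inconclusive = maximum activity change from -70% to -50%; inactive = maximum activity change above -50%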;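 also: thallium influx rate constant from kinetic fluorescence after stimulation buffer; % is scaled to controls: 0 for no effect and ±100 for the full control effect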
#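 Thallium flux read-out: FluxOr dye with Red40 quencher in HBSS/HEPES, 45 min at RT. Rate constants from kinetic reads were normalized to positive and negative DMSO controls. Cells: U2OS virally expressing the 3.1 isoform.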
# An asterisk follows results filed as active; u = inconclusive; x = no result given; [ ] = remark or other dose. Unless noted, calls follow the shape of the dose curve; as a rule, active = well fitted curve in the direction sought with a large enough effect; inconclusive = small, poorly fitted or top-dose-only effect, or another doubt; inactive = no such curve, though single readings can be large; an effect the other way counts as inactive or inconclusive.
no.	SMILES	FBPA coupling cs	MBNL1 CUG block	S-ASM inh	Integrin act MD	MLL CXXC-DNA inh	AT treatment	hERG WT inh	GALK inhibitor	TRPV1 ag	KCNH2 3.1 block
1	Cc1cc(C)nc(NS(=O)(=O)c2ccc(NC(=O)c3cc(-c4ccccc4)nc4ccccc34)cc2)n1	8	3%	36%[activator]	-2%	-5%	0%	0	1%	-2	-5
2	C/C(=N\Nc1ccc2nncn2n1)c1ccco1	3	x	-2%	19%	-3%	-5%	1	2%	3	16
3	CCOC(=O)c1[nH]c(C)c(C(=O)OCCOc2cccc(C)c2)c1C	1	-9%	-1%	18%	2%	-5%	-3	-1%	8	-12
4	NC(=O)c1cc(C(=O)c2ccc(Cl)cc2)c[nH]1	-1	0%	-1%	u	37%[activator]	2%	5	0%	-2	1
5	C=CCn1c(=O)c2ccccc2n2c(SCc3c(C(=O)OCC)oc4ccccc34)nnc12	3	3%	-1%	5%	2%	25%	-3	3%	-6	2
6	COc1ccc(N2CCN(C(=O)c3ccc4c(c3)[nH]c(=S)n3c5ccccc5nc43)CC2)cc1	-1	26%	x	x	-20%	-1%	x	-7%	1	x
7	CC1CN(C(=O)c2ccc(COCC(F)(F)F)o2)CC(C)O1 (configuration not stated)	0	-3%	1%	-11%	-2%	2%	-7	-1%	1	12
8	O=S(=O)(CC(O)(c1ccccc1)c1ccccc1)CC(O)(c1ccccc1)c1ccccc1	x	x	-1%	0%	x	x	4	x	x	-12
9	CCCN(C(=O)C(NC(=O)c1ccccc1)C(C)C)c1c(N)n(Cc2ccccc2)c(=O)[nH]c1=O (configuration not stated)	x	x	7%	5%	x	1%	-13	x	-1	5
10	O=C(CSc1ccc(-c2ccccn2)nn1)N1CCCCC1	-1	8%	3%	-21%	0%	-9%	5	10%	8	14
11	CC(=O)Nc1ccc(S(=O)(=O)N(CCc2ccccc2)CC(=O)N/N=C/c2ccc(C(=O)O)cc2)cc1	10	0%	3%	-18%	-7%	5%	-14	-4%	-2	4
12	COC(=O)Nc1sc2c(c1C(=O)NCc1ccco1)CCC2	-8	u	0%	-49%[inhibitor]	15%	7%	0	1%	2	-12
13	Cc1ccc(-c2nnn(CC(=O)Nc3ccccc3-c3ccccc3)n2)c(-n2cnnn2)c1	-1	-3%	-2%	14%	4%	10%	14	-2%	-2	8
14	O=C(COC(=O)CSc1ccc([N+](=O)[O-])cc1)NCCc1ccccc1	x	x	-2%	7%	x	4%	u	x	2	-1
15	Clc1ccc(Nc2nc3ccccc3n3nnnc23)cc1	1	-1%	193%[activator]	-9%[7.66 µM]	19%	-1%	10	1%	0	-4
16	O=S1(=O)CCO[C@H]2Cc3ccccc3[C@H]2N1Cc1cccc(C(F)(F)F)c1	-3	3%	-12%	15%	-2%	9%	8	x	4	-8
17	O=S(=O)(Nc1cccc(-c2nc3cccnc3s2)c1)c1ccc2c(c1)OCCO2	-4	8%	-9%	22%	-7%	7%	4	-4%	0	14
18	COc1ccc(NC(=O)c2cccc(N3C(=O)C4C5C=CC(C5)C4C3=O)c2)c(OC)c1 (configuration not stated)	1	-6%	-3%	-12%	54%[activator]	1%	20	0%	-2	8
19	COc1ccc(CNn2c(-c3cccs3)nc3ccccc3c2=O)cc1OC	6	3%	18%	13%	-8%	6%	-1	-2%	10	-1
20	Cc1ccc(-n2c(Cn3cnc4ccccc43)nnc2SCC(=O)O)cc1	3	-3%	2%	-35%	-8%	2%	-3	-1%	2	6
21	COc1cc(Cl)c(C)cc1NC(=O)COC(=O)C1=NN(c2ccccc2)C(=O)CC1	x	x	-9%	40%	x	1%	-7	x	x	15
22	CCn1c(SC(C)C(=O)NC2CCCc3ccccc32)nnc1-c1cccs1 (configuration not stated)	0	2%	7%	14%	-2%	x	3	1%	1	-2
23	COc1ccc(Cl)cc1NC(=O)CN(C)C(=O)CCC(=O)c1cc(C)sc1C	x	x	-3%	-15%	x	6%	-5	x	0	-30
24	O=C(NCCN1CCOCC1)c1ccc(CS(=O)c2ccccc2Cl)o1 (configuration not stated)	x	-4%	6%	6%	4%	-1%	-5	-4%	0	-28
25	CCN1C(=O)/C(=C\c2nc3ccccc3c(=O)n2CC)c2ccccc21	1	12%	-3%	-4%	2%	-12%	2	9%	u	-7
26	CCOC(=S)SCC(=O)Nc1nccs1	1	-10%	-1%	-35%	-23%	-1%	4	-2%	3	1
27	Cc1cc(C)cc(NC(=O)C2CCCN(S(=O)(=O)c3c(C)noc3C)C2)c1 (configuration not stated)	7	-13%	90%	-13%	-1%	0%	2	6%	-5	4
28	CC(C)c1nc2cc(Cl)ccc2n(Cc2ccccc2)c1=O	3	6%	0%	-8%	3%	19%	1	0%	0	14
29	CCCN1C(=O)c2cc(C(=O)NCc3ccc(OC)cc3)ccc2C1O (configuration not stated)	5	-4%	-2%	4%	14%	4%	2	-2%	6	9
30	CSCC(=O)N1CCc2ccc(NC(=O)c3ccccc3Cl)cc2C1	0	-4%	3%	-18%	1%	-4%	1	-2%	2	4
31	N#C/C(=C/c1ccc(Sc2nc3ccccc3[nH]2)o1)c1ccccc1F	-6	u	-5%	-46%[inhibitor]	25%	4%	42	-2%	u	1
32	COc1cccc(CCC(=O)N2CCC(n3nccc3NC(=O)C3CCOC3)CC2)c1 (configuration not stated)	x	-15%	3%	-10%	9%	33%	-1	-2%	3	x
33	COc1ccc(C(=O)CSc2n[nH]c(=O)n2Cc2ccco2)cc1	4	-9%	0%	-3%	-25%	3%	4	-2%	-4	4
34	O=[N+]([O-])c1ccc(Nc2nc(Cl)nc(NCCO)n2)cc1	2	u	5%	u	8%	-8%	-9	4%	10	36
35	COc1ccc(Nc2ncnc3c2c(C)c(C)n3CCO)cc1	2	-2%	3%	-25%	16%	-14%	-3	x	1	-5
36	CN(C(=O)COC(=O)COc1ccccc1Cc1ccccc1)c1ccccc1	x	x	-9%	9%	x	11%	-3	x	12	5
37	COc1ccc2cc3c(N)c(C(=O)N4CCCC4)sc3nc2c1	-1	u	-24%	-29%	13%	-2%	-1	4%	0	-11
38	CC(=O)NC(Cc1ccc(C)cc1)C(=O)NC1CCN(c2ncccc2[N+](=O)[O-])CC1 (configuration not stated)	2	u	-1%	-9%	15%	12%	7	-2%	0	-4
39	CCOc1cc(C=C2C(=O)c3ccccc3C2=O)ccc1OCC(=O)Nc1ccc(C)cc1	-3	7%	-2%	14%	15%	2%	15	0%	-5	5
40	Nc1cccc(CCc2nc3cc4ccccc4cc3[nH]2)c1	0	32%[activator]	-1%	-3%	-7%	5%	-2	-1%	29	8
41	Cc1ccc(CSCCNC(=O)CN(c2ccccc2)S(C)(=O)=O)cc1	5	0%	-7%	13%	42%[activator]	0%	-14	7%	-1	-11
42	COC(=O)Cc1c(C)c2ccc(OCc3nn[nH]n3)cc2oc1=O	11	3%	63%[activator]	4%	5%	0%	3	0%	-1	16
43	COc1ccccc1CCNC(=O)C(=O)NCC1OCCN1S(=O)(=O)c1ccc(Br)cc1 (configuration not stated)	-2	50%[activator]	1%	-7%	18%	3%	0	2%	-5	-5

# Already shown: an excerpt of the list.
no.	SMILES	FBPA coupling cs	MBNL1 CUG block	S-ASM inh	Integrin act MD	MLL CXXC-DNA inh	AT treatment	hERG WT inh	GALK inhibitor	TRPV1 ag	KCNH2 3.1 block
39	CCOc1cc(C=C2C(=O)c3ccccc3C2=O)ccc1OCC(=O)Nc1ccc(C)cc1	-3	7%	-2%	14%	15%	2%	15	0%	-5	5
40	Nc1cccc(CCc2nc3cc4ccccc4cc3[nH]2)c1	0	32%[activator]	-1%	-3%	-7%	5%	-2	-1%	29	8
41	Cc1ccc(CSCCNC(=O)CN(c2ccccc2)S(C)(=O)=O)cc1	5	0%	-7%	13%	42%[activator]	0%	-14	7%	-1	-11
42	COC(=O)Cc1c(C)c2ccc(OCc3nn[nH]n3)cc2oc1=O	11	3%	63%[activator]	4%	5%	0%	3	0%	-1	16
43	COc1ccccc1CCNC(=O)C(=O)NCC1OCCN1S(=O)(=O)c1ccc(Br)cc1 (configuration not stated)	-2	50%[activator]	1%	-7%	18%	3%	0	2%	-5	-5
